From PubChem
U2OS ROS induce: cancer cell ROS induction; AID 624156; hit rate 2% among 46,000; U2OS ROS induction, H2DCF-DA fluorescence; ROS induction (% of piperlongumine), % at 10 µM; in the data active = ROS induction above about 79%, passing the limit was not always enough; inconclusive = no clear call, values can overlap the other calls;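 note: 0% = DMSO vehicle median and 100% = reference compound median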
Numbers without * were called inactive; ? = inconclusive. Not all compounds are listed; the hit share may differ from the screen's.

SMILES | U2OS ROS induce
C[C@@H]1CN([C@H](C)CO)C(=O)CCCn2cc(nn2)CO[C@H]1CN(C)C(=O)Nc1ccnc(N2CCOCC2)c1 | 25.9
CC(C)NC(=O)N(C)C[C@H]1Oc2c(NS(=O)(=O)c3ccc(Cl)cc3)cccc2C(=O)N([C@H](C)CO)C[C@H]1C | -14.8
C[C@H]1CN([C@@H](C)CO)C(=O)Cc2cc(NS(=O)(=O)c3ccc(Cl)cc3)ccc2O[C@H]1CN(C)Cc1ccncc1 | 10.2
Cc1c(C(=O)O)sc2ncn(Cc3ccccc3F)c(=O)c12 | 1.9
COc1ccc(NC(=O)N(C)C[C@@H]2Oc3ccc(NS(=O)(=O)c4ccc(Cl)cc4)cc3CC(=O)N([C@H](C)CO)C[C@H]2C)cc1 | 11.6
C[C@H]1CN([C@@H](C)CO)C(=O)c2cc(NC(=O)C3CCCCC3)ccc2O[C@H]1CN(C)Cc1ccc(C(=O)Nc2ccccc2N)cc1 | 2.3
CC(Sc1nc(N)cc(N)n1)C(=O)Nc1ccc(Cl)cc1 (configuration not stated) | -3.8
Cc1noc(C)c1S(=O)(=O)N(C)C[C@H]1OCCCC[C@@H](C)Oc2ccc(NC(=O)Nc3ccccc3)cc2C(=O)N([C@H](C)CO)C[C@@H]1C | ?
C[C@@H]1CN([C@@H](C)CO)C(=O)c2cc(NC(=O)CCC(F)(F)F)ccc2O[C@@H]1CN(C)C(=O)Nc1ccc(C(F)(F)F)cc1 | -6.5
C[C@@H]1CN([C@@H](C)CO)C(=O)c2cccc(N(C)C)c2O[C@H]1CN(C)Cc1ccc(-c2ccccc2)cc1 | 17.9

The closing five records of the part above open the next one:
SMILES | U2OS ROS induce
C[C@H]1CN([C@@H](C)CO)C(=O)c2cc(NC(=O)C3CCCCC3)ccc2O[C@H]1CN(C)Cc1ccc(C(=O)Nc2ccccc2N)cc1 | 2.3
CC(Sc1nc(N)cc(N)n1)C(=O)Nc1ccc(Cl)cc1 (configuration not stated) | -3.8
Cc1noc(C)c1S(=O)(=O)N(C)C[C@H]1OCCCC[C@@H](C)Oc2ccc(NC(=O)Nc3ccccc3)cc2C(=O)N([C@H](C)CO)C[C@@H]1C | ?
C[C@@H]1CN([C@@H](C)CO)C(=O)c2cc(NC(=O)CCC(F)(F)F)ccc2O[C@@H]1CN(C)C(=O)Nc1ccc(C(F)(F)F)cc1 | -6.5
C[C@@H]1CN([C@@H](C)CO)C(=O)c2cccc(N(C)C)c2O[C@H]1CN(C)Cc1ccc(-c2ccccc2)cc1 | 17.9
C[C@@H]1CN([C@@H](C)CO)C(=O)c2cccc(NS(=O)(=O)c3ccc(Cl)cc3)c2O[C@@H]1CN(C)CC1CC1 | 8.7
O=C(Nc1ccccc1)C1CC(=O)n2ncnc2N1 (configuration not stated) | 26.6
O=C1N(CCS(=O)(=O)c2ccccc2)Cc2ccccc2[C@@H]2OC(c3ccc(OCCCO)cc3)=N[C@]12CCS(=O)(=O)c1ccccc1 | 95.6*
C[C@H]1CN([C@@H](C)CO)C(=O)Cc2cc(NC(=O)CCN3CCOCC3)ccc2O[C@H]1CN(C)S(=O)(=O)c1ccc(Cl)cc1 | 14.0
C[C@@H]1CN([C@@H](C)CO)C(=O)c2cc(NC(=O)Nc3ccc(C(F)(F)F)cc3)ccc2O[C@@H]1CN(C)Cc1ccc(C(=O)Nc2ccccc2N)cc1 | ?
CC1(C)C(=O)C=C[C@@]2(C)C1CC(=O)[C@@]1(C)C3=CC(=O)O[C@@H](c4ccoc4)[C@]3(C)CCC12 (some centres not stated) | -9.9
O=C(Cc1ccccc1[N+](=O)[O-])Nc1cc(Cl)ccc1Oc1ccccc1 | 7.1
C[C@@H]1CN([C@H](C)CO)C(=O)Cc2cc(NS(C)(=O)=O)ccc2O[C@H]1CN(C)Cc1ccc(C(F)(F)F)cc1 | 2.6
COc1ccccc1NC(=O)CSc1nc(-c2ccccc2)cc(=O)[nH]1 | -8.6
CC(C)NC(=O)N(C)C[C@@H]1Oc2ccc(NC(=O)CCN3CCOCC3)cc2CC(=O)N([C@H](C)CO)C[C@@H]1C | 7.0
C[C@@H]1CN([C@H](C)CO)C(=O)c2cccc(NC(=O)c3cnccn3)c2O[C@H]1CN(C)Cc1ccc2c(c1)OCO2 | 7.4
C[C@@H]1CN([C@H](C)CO)C(=O)c2cccc(NC(=O)c3ccc(-c4nccs4)cc3)c2O[C@H]1CN(C)S(C)(=O)=O | 3.0
C[C@@H]1CN([C@H](C)CO)C(=O)Cc2cc(NC(=O)NC3CCCCC3)ccc2O[C@@H]1CN(C)Cc1ccc(Cl)c(Cl)c1 | 68.9
C[C@H]1CN([C@@H](C)CO)C(=O)c2cccc(NC(=O)C3CC3)c2O[C@@H]1CN(C)Cc1ccc(C(=O)O)cc1 | -5.7
COc1ccc(NC(=O)N(C)C[C@H]2Oc3ccc(NC(=O)C4CCCCC4)cc3CC(=O)N([C@@H](C)CO)C[C@@H]2C)cc1 | -1.5
COc1ccc(NC(=O)N(C)C[C@@H]2Oc3ccc(NC(=O)Cc4ccccc4)cc3C(=O)N([C@H](C)CO)C[C@@H]2C)cc1 | -6.8
O=C(N/N=C/c1ccccc1C(=O)O)c1ccccn1 | -6.5
C[C@@H]1CN([C@H](C)CO)C(=O)c2cccc(NC(=O)Nc3ccc(C(F)(F)F)cc3)c2O[C@@H]1CN(C)S(=O)(=O)c1ccc(Cl)cc1 | 32.1
C[C@@H]1CN([C@H](C)CO)C(=O)c2cccc(NS(C)(=O)=O)c2O[C@@H]1CN(C)C | -7.6
C=C(C(=O)O)[C@@H]1CC[C@@]2(C)CC(=O)C=C(C)C2C1 (some centres not stated) | -0.3
CSc1ccc(/C=N/n2nnnc2Nc2ccccc2)cc1 | 7.3
COc1ccc(NC(=O)Nc2cccc3c2O[C@@H](CN(C)C(=O)Nc2ccc(C(F)(F)F)cc2)[C@H](C)CN([C@H](C)CO)C3=O)cc1 | 0.1
Nc1c(C(=O)NCc2ccccn2)nnn1-c1ccc(OC(F)(F)F)cc1 | -6.7
C[C@@H]1CN([C@@H](C)CO)C(=O)c2cccc(NC(=O)Nc3ccc(C(F)(F)F)cc3)c2O[C@@H]1CN(C)Cc1ccc(C(=O)Nc2ccccc2N)cc1 | 9.0
C[C@H](CO)N1C[C@H](C)[C@H](CN(C)Cc2ccc(Oc3ccccc3)cc2)Oc2c(NS(=O)(=O)c3ccc(Cl)cc3)cccc2C1=O | 57.5
COc1ccccc1CC(=O)Nc1ccc(-c2nc3ccccc3[nH]2)cc1 | -10.0
COC(=O)C1(Cc2ccc(O)cc2)OC(=O)C(OC)=C1c1ccc(O)cc1 (configuration not stated) | -4.9
CCc1ccc(-c2cc(O)cc3sc(=O)oc23)cc1 | -27.4
COCCCNC(=O)[C@@]1(Cc2ccccc2)COC(c2ccc(OCCCO)cc2)=N1 | 11.7
COc1ccc(NC(=O)N(C)C[C@@H]2OCCCC[C@@H](C)Oc3ccc(NC(=O)NC4CCCCC4)cc3C(=O)N([C@H](C)CO)C[C@@H]2C)cc1 | 6.5
COc1ccc(S(=O)(=O)Nc2cncc(C(=O)NCc3ccc(C)cc3)c2)cc1 | -7.8
C[C@H]1CN([C@@H](C)CO)C(=O)Cc2cc(NC(=O)C3CC3)ccc2O[C@H]1CN(C)C(=O)Nc1cccc2ccccc12 | 15.3
NCCCC[C@@H]1NC(=O)[C@@H]2C[C@H](C(=O)NCc3ccc(F)cc3)[C@H](c3ccc(O)cc3)N2C1=O | -0.8
Cc1cc(OCC(O)CNC(C)(C)C)ccc1Cl (configuration not stated) | -1.6
O=C(OC[C@H]1O[C@@H](Oc2ccc(O)cc2COC(=O)C2(O)C=CCCC2=O)[C@H](O)[C@@H](O)[C@@H]1O)c1ccccc1 (some centres not stated) | 4.0
O=C(c1cc2ccccc2o1)N1CCCc2ccccc21 | 3.7
Cc1cccc(-c2nc3cc(NC(=O)COc4ccccc4[N+](=O)[O-])ccc3o2)c1 | 10.1
CCOC(=O)c1c(NC(=O)CN2C(=O)c3ccccc3C2=O)sc2c1CCC(C)C2 (configuration not stated) | -11.9
C[C@@H]1CCCCO[C@H](CN(C)S(=O)(=O)c2ccc(F)cc2)[C@@H](C)CN([C@H](C)CO)C(=O)c2cc(NC(=O)Nc3ccc(F)cc3)ccc2O1 | 54.1
CC(C)COC(=O)c1ccc2c(c1)C1C=CCC1C(c1ccc(Cl)cc1)N2 (configuration not stated) | -5.6
CC1=C2CCC(C(=O)O)=CC2C(C(C)C)CC1 (configuration not stated) | -6.7
CC1(C)CC(=O)C(C=NCC2CCCO2)=C(O)C1 (configuration not stated) | -13.6
CSC1=N/C(=C\C=C\c2cccs2)C(=O)S1 | -6.2
CCOc1ccc(NC(=O)CCCn2nc(CC)n3c(cc4occc43)c2=O)cc1 | 1.4
COc1ccc(NC(=O)N(C)C[C@@H]2Oc3ccc(NC(=O)CCCCCC(=O)Nc4ccccc4N)cc3CC(=O)N([C@H](C)CO)C[C@H]2C)cc1 | 2.1
CCNC(=S)N1CCN=C1Nc1nc(C)cc(C)n1 | 14.2
O=C1O[C@@H](c2ccccc2)[C@@H](c2ccccc2)N2[C@@H](c3ccc(O)cc3)[C@]3(C(=O)Nc4ccc(C#CCCO)cc43)[C@@H](C(=O)N3CCN(c4ncccn4)CC3)[C@H]12 | -9.0
Cc1cc(O)c(Cc2c(O)cc(C)c(C=O)c2O)c(O)c1C | -4.9
COc1ccc(NC(=O)Nc2ccc3c(c2)C(=O)N([C@@H](C)CO)C[C@@H](C)[C@@H](CN(C)C(=O)Nc2ccc(C(F)(F)F)cc2)O3)cc1 | 33.8
CC(=O)N/C(=C/c1ccccc1Br)C(=O)NCc1ccc(C)cc1 | -5.3
Other compounds.
SMILES | U2OS ROS induce
CCCC(O)C#Cc1cnc2c(c1)C(=O)N([C@H](C)CO)C[C@H](C)[C@H](CN(C)C(=O)Nc1ccc(F)cc1)O2 (some centres not stated) | 8.8
O=C(CSc1ncn[nH]1)N(c1ccccc1)c1ccccc1 | -6.8
O=C(NO)c1ccc(C(=O)N/N=C/c2cccc(OCCO)c2)cc1 | -17.8
CCc1ccccc1NC(=O)CC(O)(C(=O)OC)C(F)(F)F (configuration not stated) | 62.6
C[C@H](CO)N1C[C@H](C)[C@@H](CN(C)Cc2ccc(-c3ccccc3)cc2)Oc2ccc(NC(=O)Nc3ccc(C(F)(F)F)cc3)cc2C1=O | 0.9
O=C(COc1ccc(C(=O)Nc2ccccc2Cl)cc1)Nc1cccc(C(F)(F)F)c1 | 17.3
CCC1(COC(NC(=O)c2ccc(Cl)cc2Cl)(C(F)(F)F)C(F)(F)F)COC1 | 8.5
O=C(CCN1C(=O)COc2ccccc21)NC1CCCCCC1 | -5.3
Cc1noc(C)c1NC(=O)Nc1ccc2c(c1)C(=O)N([C@H](C)CO)C[C@H](C)[C@@H](CN(C)S(=O)(=O)c1ccccc1)O2 | -4.0
CCc1nc(SCC(=O)Nc2cc(C)on2)n[nH]1 | -6.6
O=C(NO)c1cccc(C(=O)N/N=C/c2cc(Cl)cc(Cl)c2O)c1 | -3.1
C[C@H]1CN([C@@H](C)CO)C(=O)Cc2cc(NC(=O)CCN3CCOCC3)ccc2O[C@@H]1CN(C)S(=O)(=O)c1ccc(Cl)cc1 | -2.1
Cc1ccc(S(=O)(=O)N(C)C[C@@H]2Oc3ccc(N(C)C)cc3CC(=O)N([C@H](C)CO)C[C@H]2C)cc1 | 5.0
CC1=C(C#N)C(C(F)(F)F)(C(F)(F)F)N=C(Cc2ccccc2)N1 | 3.8
C=CCN1Cc2ccccc2[C@H]2OC(c3ccc(OCCCO)cc3)=N[C@@]2(CC=C)C1=O | 42.2
O=C1O[C@H](c2ccccc2)[C@H](c2ccccc2)N2[C@H]1[C@@H](C(=O)NC[C@H](O)c1ccccc1)[C@]1(C(=O)Nc3ccc(C#CC4(O)CCCCCC4)cc31)[C@H]2c1ccc(OCCO)cc1 | -5.4
CCCNC(=O)CC1Oc2ccccc2NC1=O (configuration not stated) | -9.5
CC1=CCC2C(=O)N(c3ccc(C4CCCCC4)cc3)C(=O)C2C1 (configuration not stated) | 24.7
CCC[C@@H]1C[C@@H](C(=O)N[C@H]([C@H]2O[C@H](SC)[C@H](O)[C@@H](O)[C@H]2O)[C@H](C)O)N(C)C1 | -9.6
O=C(CSc1nccc(=O)[nH]1)N1CCN(c2ccccc2)CC1 | 2.2
CC(C)NC(=O)N(C)C[C@H]1Oc2c(NS(=O)(=O)c3ccc(F)cc3)cccc2C(=O)N([C@@H](C)CO)C[C@H]1C | -5.2
COc1ccc(CN(C)C[C@@H]2Oc3c(NS(=O)(=O)c4ccc(Cl)cc4)cccc3C(=O)N([C@@H](C)CO)C[C@H]2C)cc1 | -8.2
COc1ccc(NC(=O)Nc2ccc3c(c2)C(=O)N([C@H](C)CO)C[C@H](C)[C@@H](CN(C)C(=O)Nc2ccccc2)OCCCC[C@@H](C)O3)cc1 | 8.1
Cc1ccc(OCC(O)CN2C(C)CCCC2C)c(C)c1 (configuration not stated) | -2.8
C[C@@H]1CN([C@@H](C)CO)C(=O)c2cc(NC(=O)Cc3cn(C)c4ccccc34)ccc2O[C@H]1CN(C)Cc1ccc(Oc2ccccc2)cc1 | 31.8
Cc1sc2ncn(CC(=O)NCc3ccco3)c(=O)c2c1C | -2.7
C[C@H]1CN([C@@H](C)CO)C(=O)Cc2cc(NC(=O)NC3CCCCC3)ccc2O[C@@H]1CN(C)S(=O)(=O)c1ccc(F)cc1 | 1.9
Cc1noc(C)c1S(=O)(=O)Nc1ccc2c(c1)CC(=O)N([C@@H](C)CO)C[C@H](C)[C@H](CN(C)C(=O)Nc1ccc(C(F)(F)F)cc1)O2 | 4.5

4 compounds picked at random from the list so far:
SMILES | U2OS ROS induce
CC1=CCC2C(=O)N(c3ccc(C4CCCCC4)cc3)C(=O)C2C1 (configuration not stated) | 24.7
Cc1ccc(S(=O)(=O)N(C)C[C@@H]2Oc3ccc(N(C)C)cc3CC(=O)N([C@H](C)CO)C[C@H]2C)cc1 | 5.0
O=C(COc1ccc(C(=O)Nc2ccccc2Cl)cc1)Nc1cccc(C(F)(F)F)c1 | 17.3
CC1(C)C(=O)C=C[C@@]2(C)C1CC(=O)[C@@]1(C)C3=CC(=O)O[C@@H](c4ccoc4)[C@]3(C)CCC12 (some centres not stated) | -9.9
